Screening results (PubChem)
ASAP1 inh = inhibitors of human ASAP1 ArfGAP activity | AID 624377 | Q9ULH1 | hit rate 0.19% among 360,000 | inhibition, % at 16.5 µM | ASAP1-stimulated ARF1 GTP hydrolysis, GDP FP detection; in the data active = inhibition above about 25%;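 note: 0% = vehicle with enzyme and substrate and 100% = no enzyme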
Tn6 DDE FP = disrupts Tn6 cyclic peptide binding to fibrin D-Dimer-E complex | P02675 | Fibrin DD(E) TRITC-Tn6 fluorescence polarization displacement | inhibition, % at 8.3 µM | hit rate 0.21% among 370,000;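 active = inhibition above a per-campaign cutoff: mean of compounds within control limits plus 3 SD, cut at about 15% in these data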;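 note: 0% = median of all compound wells on the plate and 100% = blocking peptide control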
Target sequence (P02675 whole entry, looked up): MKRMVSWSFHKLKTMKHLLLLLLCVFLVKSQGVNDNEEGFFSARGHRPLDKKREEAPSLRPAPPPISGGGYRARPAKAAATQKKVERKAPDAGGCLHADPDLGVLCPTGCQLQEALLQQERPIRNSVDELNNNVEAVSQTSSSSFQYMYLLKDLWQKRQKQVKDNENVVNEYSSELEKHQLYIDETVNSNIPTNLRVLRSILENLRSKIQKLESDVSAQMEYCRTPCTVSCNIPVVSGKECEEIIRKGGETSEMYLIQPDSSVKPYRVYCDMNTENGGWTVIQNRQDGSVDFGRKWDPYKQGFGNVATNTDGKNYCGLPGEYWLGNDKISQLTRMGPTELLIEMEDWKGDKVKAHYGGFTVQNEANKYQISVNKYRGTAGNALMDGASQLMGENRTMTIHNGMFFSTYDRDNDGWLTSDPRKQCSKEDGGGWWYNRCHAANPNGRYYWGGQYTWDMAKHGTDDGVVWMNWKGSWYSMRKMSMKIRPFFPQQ
HGIII-sPLA2 inh = Blocks human group III sPLA2 activity. inhibition, % at 12.2 µM. hit rate 0.56% among 370,000. QFRET BODIPY PC-A2 liposome hydrolysis, fluorescence. AID 743126. Q9NZ20;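 active = inhibition above mean plus 3 SD of compounds lying within the high and low control bounds, cut at about 19% in these data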;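 note: 0% = median of test compound wells and 100% = no enzyme DMSO wells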
Target sequence (Q9NZ20 whole entry, looked up): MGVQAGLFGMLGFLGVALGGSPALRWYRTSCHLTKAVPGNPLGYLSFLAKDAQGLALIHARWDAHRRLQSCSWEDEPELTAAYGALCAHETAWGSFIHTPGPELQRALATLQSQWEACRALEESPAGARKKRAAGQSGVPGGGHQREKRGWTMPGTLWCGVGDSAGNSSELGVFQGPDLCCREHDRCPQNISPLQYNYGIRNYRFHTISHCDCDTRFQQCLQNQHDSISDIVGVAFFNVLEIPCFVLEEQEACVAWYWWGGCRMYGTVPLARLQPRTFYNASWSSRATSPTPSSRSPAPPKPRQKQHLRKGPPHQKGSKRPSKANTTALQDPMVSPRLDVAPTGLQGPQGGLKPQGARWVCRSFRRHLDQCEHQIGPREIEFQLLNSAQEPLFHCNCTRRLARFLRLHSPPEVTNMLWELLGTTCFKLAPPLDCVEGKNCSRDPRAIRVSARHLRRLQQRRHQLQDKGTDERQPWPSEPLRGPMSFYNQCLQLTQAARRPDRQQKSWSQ
GC-A act = GC-A (human) enzyme activation | HEK293 GC-A cells, cGMP TR-FRET, EC30 ANP; 0% at EC30 ANP, 100% saturating ANP | P16066 | activation, % at 10 µM | hit rate 0.14% among 370,000; in the data active = activation above about 40%
ARFGAP1 inh = inhibitors of rat ARFGAP1; Q62848; Arfgap1-stimulated ARF1 GTP hydrolysis, GDP FP detection; inhibition, % at 16.5 µM; hit rate 0.26% among 360,000; AID 651572;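 active = inhibition above a per-plate limit, mean inhibition of low control wells plus 3 SD, cut at about 25% in these data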;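 note: 0% = DMSO wells with enzyme and 100% = wells lacking Arfgap1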
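Assay system: purified rat His6-Arfgap1 residues 1-136 (GAP domain); Reagent: human Δ17 ARF1 bound to GTP; Dosing: 16.5 µM single point, 1.26% DMSO; Times: GTP hydrolysis reaction 2 h at 25 °C; Signal: FP, GDP Alexa 633 tracer displaced from anti-GDP antibody, 620/688 nm; Measure: % inhibition from polarization.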
GAA850 FXN act = increases GAA850 frataxin promoter reporter activity; HEK293 lucGAA850 FXN promoter luciferase reporter, 24 h; percent of 10 µM SAHA response; activation, % at 6 µM; hit rate 0.56% among 360,000; AID 540364;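 active = activation above the average of all compounds screened plus 3 SD, cutoff fixed separately per campaign, cut at about 7.5% in these data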;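 note: 0% = DMSO wells and 100% = 10 µM SAHA wells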
ADAM10 inh = inhibitors of human ADAM10; O14672; recombinant ADAM10, EDANS/DABCYL FRET peptide cleavage, 3 h; inhibition, % at 7 µM; hit rate 0.62% among 370,000;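 active = inhibition above a per-campaign cutoff equal to the mean of compounds falling between control-based bounds plus 3 SD, cut at about 20% in these data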;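 note: 0% = DMSO wells while the 100% control is not disclosed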
rCAG binder = binds r(CAG) RNA repeats | r(CAG) RNA repeat, TO-PRO-1 dye displacement fluorescence | inhibition, % at 3 µM | hit rate 1.3% among 370,000 | AID 651821;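 active = inhibition above the plate cutoff, the mean of all test compounds on that plate plus 3 SD, cut at about 35% in these data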;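 note: 0% = DMSO alone and 100% = 100 µM mitoxantrone as full dye displacement; higher means more dye released from RNA so lower well fluorescence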
GC-B act = GC-B (human) receptor activation. P20594. HEK293-GC-B cells, CNP EC30, cGMP TR-FRET; 0% at EC30 CNP, 100% saturating CNP. activation, % at 10 µM. hit rate 0.11% among 370,000;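 active = activation at 10 µM reaching about 35% in either raw or pattern-adjusted values, limit read from the data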
KLK7 zymogen act = proKLK7 (human) activation, primary screen; P49862; purified proKLK7, EDANS-DABCYL substrate fluorescence; 100% is mature enzyme control, 0% vehicle; activation, % at 7 µM; hit rate 0.9% among 370,000; AID 652039;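 active = activation above the mean of all tested compounds plus 3 SD, computed per campaign excluding outliers beyond control limits, cut at about 13% in these data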
An asterisk follows results filed as active; i = inactive; x = no result given.

SMILES	ASAP1 inh	Tn6 DDE FP	HGIII-sPLA2 inh	GC-A act	ARFGAP1 inh	GAA850 FXN act	ADAM10 inh	rCAG binder	GC-B act	KLK7 zymogen act
Cc1c(-c2cc(C(=O)O)no2)cnn1C	5	2	3	1	5	3.2	-14	1	3	0.3
COc1ccc(N2CCN(C(=O)COCC(=O)O)CC2)cc1	14	0	5	4	15	0.8	3	-3	-3	-0.3
O=C(Nc1ccccc1Cl)C1CC(=O)n2c(nc3ccccc32)N1 (stereo not drawn)	5	-1	2	0	10	x	-10	1	7	-0.4
CC(=O)Nc1ccc(S(=O)(=O)NCCC(=O)OCC(=O)N2CCN(C(=O)c3ccco3)CC2)cc1	4	-2	4	-2	1	1.3	-6	6	6	-0.3
O=C1CC(N2CCN(c3cccc(C(F)(F)F)c3)CC2)C(=O)N1c1ccc(F)cc1 (stereo not drawn)	-8	-4	0	-6	7	2.3	5	-3	4	-0.5
CCCOc1ccc(F)cc1-c1cc(C(=O)NC2CCCCC2)[nH]n1	8	-5	2	1	0	-0.9	-5	0	4	-0.3
COc1cc(C(=O)Nc2cccc(-c3nc4cc(C)ccc4o3)c2C)cc(OC)c1OC	3	3	-4	5	-7	0.8	2	9	8	-1.0
Cc1cccc(NC(=O)Nc2ccc([N+](=O)[O-])cc2)n1	0	4	0	-1	3	4.2	8	2	0	0.3
CC(C)Cc1nnc(NC(=O)CC(=O)Nc2ccccc2C(=O)O)s1	2	7	-46	-8	5	-0.5	-16	3	-4	-0.7
CCOc1ccc(N=CC2=C(O)CC(C)(C)CC2=O)cc1	2	5	-1	6	11	-2.3	2	-3	2	-0.3
ClCC1=Nc2ccccc2Cc2ccccc21	-8	-6	7	0	-13	-1.0	-17	8	1	-0.2
O=C(Cn1ncc2c([nH]c3ccccc32)c1=O)NCCc1ccc(Cl)cc1	-11	-3	-5	0	-2	-2.7	-5	5	5	0.3
COc1ccc(N2C(=O)c3ccc(NC(C)=O)cc3C2=O)cc1	-8	0	-5	0	5	-1.9	-16	-1	-6	-0.1
CCOc1ccc(/C(O)=C2/C(=O)C(=O)N(CCN(CC)CC)C2c2cccs2)cc1 (stereo not drawn)	3	9	1	-1	5	1.1	-3	0	2	0.4
COC(=O)N1CCCCC1c1cc(C(=O)Nc2cccc3c2CCCC3)no1 (stereo not drawn)	0	-2	4	4	-10	1.8	5	1	0	-0.1
CN(C)S(=O)(=O)N1CCC(Oc2ccc(C(=O)N3CCCCCCC3)cc2)CC1	5	3	0	2	-11	1.4	-1	-8	4	1.0
Cn1c(N)c(S(=O)(=O)NCc2ccccc2)c(=O)n(C)c1=O	6	-4	-3	0	0	0.1	2	-1	1	0.9
Cc1ccc(C)c(SCC(=O)OCC(=O)N2CC(C)OC(C)C2)c1 (stereo not drawn)	4	5	0	-3	0	0.3	3	-2	4	0.1
Cc1nn(-c2ccccc2)c2sc(C(=O)NC3CC3)cc12	-4	-1	-3	10	0	6.2	-15	0	1	1.3
CC(C)OCCCNC(=O)C1CCN(S(=O)(=O)N2CCCCC2)CC1	7	-4	8	0	13	0.1	-3	-7	1	0.0
Cc1ccc(C(=O)NC2CCCCNC2=O)cc1C (stereo not drawn)	-12	0	-1	-1	0	0.8	-7	-3	3	0.5
CN(c1ccccc1)S(=O)(=O)c1ccc(C(=O)OCC(=O)NCc2ccco2)cc1	13	-15	-3	-2	-3	0.5	1	1	4	0.2
CC(C)(C)c1ccc(C(=O)NNC(=O)CCC(=O)Nc2ccccc2)cc1	6	0	-21	3	-10	0.4	-15	-2	0	0.2
CC(=O)Oc1ccc(C)cc1N1C(=O)c2ccc(C(=O)O)cc2C1=O	5	-2	7	0	2	-1.4	-3	4	8	-0.8
COc1ccc(N2C(=O)CSC2c2ccc(F)c(F)c2)cc1 (stereo not drawn)	-5	3	-2	-8	9	0.8	-3	-3	-1	-0.1
Continued.
SMILES	ASAP1 inh	Tn6 DDE FP	HGIII-sPLA2 inh	GC-A act	ARFGAP1 inh	GAA850 FXN act	ADAM10 inh	rCAG binder	GC-B act	KLK7 zymogen act
CCCCOc1ccc(Cc2c(O)nc(SC)[nH]c2=O)cc1	3	4	2	-2	2	-1.9	-6	-1	0	0.5
CC1SCC(NC(=O)c2cccc(Cl)c2)CS1 (stereo not drawn)	2	-5	12	1	-5	3.0	-1	-4	-10	-0.2
O=C(NNC(=S)Nc1cccc(C(F)(F)F)c1)c1ccccc1Cl	-6	0	24*	-2	10	-0.5	7	25	3	0.6
COc1ccc(C(=O)Nc2oc(-c3ccccc3)c(-c3ccccc3)c2C#N)cc1	12	-8	-29	3	-3	2.0	-4	25	3	-35
COc1ccc(CN2C(=O)C(CC(=O)NCC3CCCCC3)CC(C(=O)N(C(C)C)C(C)C)=C2C)cc1 (stereo not drawn)	-10	-7	5	-5	2	-1.4	-4	1	7	0.1
N#Cc1c(F)cccc1NCc1cccnc1	1	4	-21	-1	3	0.7	-39	-5	0	0.8
Cc1ccc(N2C(=O)/C(=C/c3cccnc3)SC2=S)cc1	-10	-6	6	-1	-2	2.5	1	1	-2	-0.3
CCOc1ccccc1NC(=O)COC(=O)c1cccc(-c2ccc(OC(C)=O)cc2)c1	12	-4	3	6	6	2.4	6	1	1	0.0
CC(=NCc1ccccc1)c1ccccc1O	3	2	8	1	-9	-1.6	0	0	8	0.0
CCOC(=O)Nc1ccc(OC(=O)Oc2ccc(NC(=O)OCC)cc2)cc1	-14	-2	5	1	-4	0.0	-3	3	-1	0.3
CCCn1c(=O)c2[nH]c(C3CCCC3)nc2n(CCC)c1=O	1	12	-5	3	-4	2.8	2	0	3	0.4
O=C(CSc1nc2ccccc2o1)Nc1nc(-c2ccccc2)c(-c2ccccc2)s1	11	1	4	-7	-8	-0.4	-9	10	-7	0.8
CCCCC1OC23CCCCC2C(C#N)(C#N)C1(C#N)C(=N)O3 (stereo not drawn)	13	10	-8	5	0	-1.9	i	-11	1	9.8
CCOC(=O)/C(=N/Nc1ccccc1)Sc1nnc(CCc2ccccc2)n1-c1ccccc1	-27	1	6	-4	7	1.2	8	3	2	-0.6
CC(C(=O)Nc1ncc2c(n1)CC(C)(C)CC2=O)N1C(=O)c2ccccc2C1=O (stereo not drawn)	-7	5	-11	4	-1	0.6	-92	1	-4	-3.1
COC(=O)C1CN(CCc2ccccc2)CCS(=O)(=O)N1Cc1ccc(OC)cc1 (stereo not drawn)	x	2	-5	-3	x	x	-3	6	3	-0.1
CCc1nn(C(CC)C(=O)NCCCN2CC(C)CC(C)C2)c(=O)c2cc3oc(C)cc3n12 (stereo not drawn)	-15	-4	-6	-13	-1	-4.1	2	-4	-16	1.0
NS(=O)(=O)c1ccc(NC(=O)c2ccc(CNS(=O)(=O)c3cc(C(F)(F)F)ccc3Cl)cc2)cc1	5	4	-8	-4	10	-0.4	3	4	0	0.0
CCCCCCCCCCCCN1[C@@H](CC(=O)OC)c2cc(F)cc(F)c2S1(=O)=O	4	2	3	3	3	-0.1	-5	4	0	0.4
N#C/C(=C\c1coc2ccc(O)cc2c1=O)C(=O)Nc1nc2ccccc2s1	4	-7	-2	-3	-9	1.9	-169	-70	1	-20
COc1cccc(/C=N\N2CCN(c3ccc(C)cc3)CC2)c1O	x	9	2	0	x	x	4	1	5	0.3
COc1ccc(CNCCC(c2ccccc2)c2ccc(OC(C)C)cc2)cc1OC (stereo not drawn)	-1	7	-8	-26	2	-2.5	0	8	-11	0.2
CC(C)(C)NC(=O)c1ccc2c(c1)C1C3CCC(C3)C1C(c1ccccc1)N2 (stereo not drawn)	0	-6	1	2	-10	4.5	5	2	-2	-0.8
COc1ccccc1CNS(=O)(=O)c1c(C(=O)N2CCCCCC2)c(C)n(C)c1C	-3	-4	11	2	10	1.5	-6	-3	2	-0.5
O=C(COC(=O)[C@@H]1CC(O)CN1S(=O)(=O)c1ccccc1[N+](=O)[O-])c1ccccc1 (stereo partly drawn)	8	4	1	0	4	0.0	1	0	6	0.4
Continuation.
SMILES	ASAP1 inh	Tn6 DDE FP	HGIII-sPLA2 inh	GC-A act	ARFGAP1 inh	GAA850 FXN act	ADAM10 inh	rCAG binder	GC-B act	KLK7 zymogen act
Cc1ccccc1NC(=O)c1ccc(-c2ccc(Cl)cc2Cl)o1	0	0	-12	3	8	2.2	11	6	-6	-1.2
Fc1ccc(-c2nnc3n2CCCCC3)cc1	9	-2	4	-2	4	3.3	2	-3	4	0.6
CCN(CC)CCCN(Cc1cc2cc(OC)c(OC)cc2[nH]c1=O)C(=O)Nc1ccccc1	5	-3	2	1	5	-0.5	-199	-5	4	1.5
O=S(=O)(NN=Cc1ccc(O)cc1O)c1cc(Cl)c(Cl)cc1Cl	8	-7	10	2	4	3.1	-21	4	0	-4.0
Cc1ccc(C2c3[nH]c4ccccc4c3C[C@H]3C(=O)N(c4ccccc4C(=O)N4CCC(C(=O)O)CC4)C(=O)N23)cc1 (stereo partly drawn)	-9	6	-11	12	8	-2.1	-21	32	23	1.8
NC(=O)c1ccsc1NC(=O)CSc1nnc(NC2CC2)s1	-6	-3	4	-1	9	-1.0	-16	4	-1	0.1
CC(C)NC(=O)N(Cc1ccccc1)Cc1cccs1	-9	-4	16	5	2	-0.1	-8	-6	-1	-0.9
CC(C)(C)C(=O)CN1C2=NCCCN2c2ccccc21	11	7	-5	-1	-1	1.5	-4	-4	-5	-0.2
O=C(Cc1ccc(-c2ccccc2)cc1)NC(c1ccccc1)c1ccccc1	1	-3	11	0	12	-0.1	-7	9	5	-0.4
COc1cc(SC)ccc1C(=O)Nc1ccc2ncccc2c1	-7	-1	-8	-5	2	4.1	-4	6	-1	0.4
Cc1ccc(-c2nnc(OCCN3CCOCC3)c3ccccc23)cc1	-1	-7	1	5	11	0.9	7	-4	5	0.8
CCCCN(C)CCn1c(=S)[nH]c2ncccc2c1=O	11	-5	8	3	14	-1.2	-60	6	5	0.9
Cc1ccc(NC(=O)CC2Oc3ccccc3NC2=O)c(C)c1 (stereo not drawn)	4	-7	4	1	1	-0.1	-12	2	-4	0.2
CCCc1ccc(OCc2ccc(C(=O)N/N=C/c3cccc([N+](=O)[O-])c3)o2)c(OC)c1	-1	0	1	-10	8	0.5	-6	-2	-1	0.2
CCOC(=O)CSc1nnc([C@H](CC(C)C)NC(=O)OC(C)(C)C)o1	15	6	-5	4	-1	-0.2	4	0	3	0.3

Entries of single compounds, quoted from the list.
Cc1ccccc1NC(=O)c1ccc(-c2ccc(Cl)cc2Cl)o1 is listed as ASAP1 inh: 0; Tn6 DDE FP: 0; HGIII-sPLA2 inh: -12; GC-A act: 3; ARFGAP1 inh: 8; GAA850 FXN act: 2.2; ADAM10 inh: 11; rCAG binder: 6; GC-B act: -6; KLK7 zymogen act: -1.2
O=C(Cc1ccc(-c2ccccc2)cc1)NC(c1ccccc1)c1ccccc1 is listed as ASAP1 inh: 1; Tn6 DDE FP: -3; HGIII-sPLA2 inh: 11; GC-A act: 0; ARFGAP1 inh: 12; GAA850 FXN act: -0.1; ADAM10 inh: -7; rCAG binder: 9; GC-B act: 5; KLK7 zymogen act: -0.4
O=S(=O)(NN=Cc1ccc(O)cc1O)c1cc(Cl)c(Cl)cc1Cl is listed as ASAP1 inh: 8; Tn6 DDE FP: -7; HGIII-sPLA2 inh: 10; GC-A act: 2; ARFGAP1 inh: 4; GAA850 FXN act: 3.1; ADAM10 inh: -21; rCAG binder: 4; GC-B act: 0; KLK7 zymogen act: -4.0
